Source: PubChem BioAssay (National Center for Advancing Translational Sciences (NCATS))
EPAC2 antag = EPAC2 (human) antagonism; Q8WZA2; EPAC2 GEF exchange of Rap1B-BODIPY-GDP, fluorescence; Potency, µM (titrated, usually from 114 µM), for the others: top-dose activity, negative = inhibition, actives largely listed as inhibitors; hit rate 0.18% among 360,000; further: potency means the concentration at half of the fitted maximal effect; on the % scale 0 is the no-effect control and ±100 the full control effect; nearly all actives have a fitted effect of over 45% in size; many of its hits are not listed in these tables
CCT modulator = modulators of cytosolic chaperonin (CCT/TRiC) activity; purified chaperonin ATPase assay, HTRF ADP detection, 30 min; activity change, % (no concentration beside the values), hits read low; hit rate 0.3% among 360,000; AID 651819; in the data active means activity change below about -30%; further: on the % scale 0 is the no-effect control and ±100 the full control effect
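Enzyme 40 or 20 nM (batch-dependent) in Tris pH 7.4/KCl/MgCl2/DTT; cpd 76 uM single point; ATP 10 uM; 30 min 37 °C; Transcreener ADP HTRF detection, 30 min RT; ratio 665/615.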
EPAC2 ag = EPAC2 (human) agonism; AID 720711; EPAC2 activation, biochemical qHTS; response scale: 100% = 6.5 mM cAMP response; hit rate 0.079% among 360,000; Potency, µM (highest dose often 154 µM), for the others: top-dose activation, hits mostly activators; further: potency means the concentration at half of the fitted maximal effect; nearly all actives have a fitted effect of over 50% in size
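Fluorescence exchange assay: 100 nM EPAC2 with 250 nM RAP1B-BODIPY-GDP and 50 uM GDP; compounds tested as a concentration-titration series (qHTS). Loss of Rap1-bound BODIPY-GDP fluorescence read at 480/540 nm; data normalized to 6.5 mM cAMP.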
pAkt inh = blocks phosphorylation of Akt | hit rate 0.32% among 360,000 | Neuro2A IGF-stimulated pAkt S473 HTRF, 20 min; stronger effect = lower value | AID 651550 | activity change, % for hits at 50 µM; in the data active means activity change below about -80%; inconclusive means mostly about -51% to -80%; further: on the % scale 0 is the no-effect control and ±100 the full control effect
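Single-point screen (50 µM final compound) in Neuro2A cells stimulated 20 min with 6 nM IGF at 37 deg C. After lysis, Ser473-phosphorylated Akt read by HTRF (ex 330 nm, em 615/665 nm) as the 665/615 ratio.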
PTHR1 ag = agonists of human PTHR1 parathyroid hormone receptor; hit rate 0.075% among 410,000; Q03431; Potency, µM (series often up to 115 µM), for the others: at the top dose activation, hits mostly activators; AID 743266; HEK293 GP2 PTHR1 cells, GloSensor cAMP luminescence, 1 h; further: potency means the concentration at half of the fitted maximal effect; nearly all actives have a fitted effect of over 55% in size; some results filed as inactive show a strong effect at the top dose; inactives centre near -15; many of its hits are not listed in these tables
Target sequence (Q03431 whole entry, looked up): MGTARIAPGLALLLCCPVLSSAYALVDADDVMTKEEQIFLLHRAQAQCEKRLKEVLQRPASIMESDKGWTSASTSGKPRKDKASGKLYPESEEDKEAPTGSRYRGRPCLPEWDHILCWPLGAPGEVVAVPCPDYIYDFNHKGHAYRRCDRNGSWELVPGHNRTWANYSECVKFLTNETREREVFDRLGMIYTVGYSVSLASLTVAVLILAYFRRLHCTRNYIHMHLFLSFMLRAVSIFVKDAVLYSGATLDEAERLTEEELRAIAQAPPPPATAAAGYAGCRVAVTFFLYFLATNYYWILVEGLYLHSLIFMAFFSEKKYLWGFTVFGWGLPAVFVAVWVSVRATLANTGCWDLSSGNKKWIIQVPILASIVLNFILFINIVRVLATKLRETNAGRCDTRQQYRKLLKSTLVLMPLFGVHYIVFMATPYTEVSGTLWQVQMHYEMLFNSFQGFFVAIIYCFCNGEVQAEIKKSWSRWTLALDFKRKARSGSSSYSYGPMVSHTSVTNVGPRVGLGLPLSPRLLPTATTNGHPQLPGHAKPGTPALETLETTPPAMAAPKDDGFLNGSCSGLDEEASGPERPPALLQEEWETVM
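HEK-293-derived GP2 cells expressing PTHR1 and a GloSensor cAMP reporter, 3,000/well, plated overnight, given luciferin plus IBMX (each 0.5 mM as added) for 1 h at 37 °C, then compound for 1 h at 37 °C. Luminescence was read after 15 min at room temperature.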
Mm-Cpn inhibitor = inhibitors of Methanococcus maripaludis chaperonin (MmCpn). hit rate 0.031% among 330,000. purified Mm-Cpn ATPase, ADP Transcreener TR-FRET. Potency, µM (doses to about 76.9 µM), for the others: at the top dose activity, negative = inhibition, most hits filed as inhibitors. AID 504842; further: potency means the concentration at half of the fitted maximal effect; on the % scale 0 is the no-effect control and ±100 the full control effect; nearly all actives have a fitted effect of over 80% in size
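Purified archaeal Mm-CPN (25nM final) preincubated 10 min at 37degC with compound, then 10uM ATP for 30 min at 37degC; ADP measured by HTRF Transcreener TR-FRET; buffer 30 mM TRIS pH 7.4, 100mM KCl, 5mM MgCl2, 1mM DTT.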
D3 ag = agonists of human D3 dopamine receptor; P35462; D3R DiscoveRx beta-arrestin cells, luminescence, 90 min; max activation, %; hit rate 0.58% among 410,000; AID 652048; in the data active means max activation above about 30%; further: 0% is about no effect; mostly tested at two doses, the higher about 12 µM
Target sequence (P35462 whole entry, looked up): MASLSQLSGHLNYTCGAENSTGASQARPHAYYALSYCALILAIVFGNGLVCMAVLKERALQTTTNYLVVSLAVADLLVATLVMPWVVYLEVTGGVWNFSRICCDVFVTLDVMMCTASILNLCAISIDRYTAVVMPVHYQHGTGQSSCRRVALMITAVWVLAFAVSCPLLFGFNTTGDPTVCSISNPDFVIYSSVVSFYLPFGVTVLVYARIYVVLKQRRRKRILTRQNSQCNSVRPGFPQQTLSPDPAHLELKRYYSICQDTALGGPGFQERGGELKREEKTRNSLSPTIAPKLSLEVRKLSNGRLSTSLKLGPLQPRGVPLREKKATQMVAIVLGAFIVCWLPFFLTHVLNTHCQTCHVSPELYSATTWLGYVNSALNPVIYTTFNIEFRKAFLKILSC
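Agonist-mode cell screen: cells plated at 1500/well and incubated overnight at 37 °C, then exposed to library compounds for 90 min at 37 °C. Detection reagent was added for 30–60 min at room temperature, and luminescence was read.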
D3 antag = antagonists of human D3 dopamine receptor | D3R cells, DiscoveRx beta-arrestin luminescence, antagonist mode; stronger effect = lower value | max response, negative = inhibition, % | hit rate 2.5% among 360,000 | AID 652054; in the data active means max response below about -50%; inconclusive means no clear call, values can overlap the other calls; further: on the % scale 0 is the no-effect control and ±100 the full control effect; mostly tested at two doses, the higher about 12 µM
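Cells plated overnight at 1500 cells/well, then exposed to library compounds with dopamine controls for 90 minutes at 37 degrees C. DiscoveRx reagent added for 30–60 minutes at room temperature; luminescence read, quantitative HTS format.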
The depositor's hits bear a star; i = inactive; ? = inconclusive; . = not tested or not shown; [ ] = remark or other dose. Unless noted, the call rests on the fitted dose curve; in most records, active means well fitted curve in the direction sought with a large enough effect; inconclusive means small, poorly fitted or top-dose-only effect, or another doubt; inactive means no such curve, though single readings can be large; an effect the other way counts as inactive or inconclusive. These rows are one share of the data. The share of hits here may be higher or lower than overall.

#	SMILES	D3 antag	Mm-Cpn inhibitor	EPAC2 ag	PTHR1 ag	EPAC2 antag	D3 ag	CCT modulator	pAkt inh
1	C[C@H]1CN([C@@H](C)CO)C(=O)CCCn2cc(nn2)CO[C@@H]1CN(C)C(=O)Nc1ccccc1F	29	.	7%	-15%	-12%	9	-0.6	i
2	O=C(N/N=C/C=C/c1ccccc1)c1cccc(Br)c1	-13	1%	15%	-22%[57.5 µM]	-2%	-14	-2.9	i
3	COc1ccc(S(=O)(=O)N2CCCC2C(=O)n2nc(C)cc2C)cc1 (configuration not stated)	0	-4%	9%	i	5%	-16	-1.0	i
4	C[C@H](CO)NC(=O)c1nc[nH]c1C(=O)N[C@@H](C)c1ccccc1	-16	.	9%	-15%	-8%	-7	-2.4	i
5	Cc1ccc(S(=O)(=O)N2CCN(C(=O)C3CCCCC3)CC2)cc1	4	1%	-7%	-28%[57.5 µM]	-2%	5	-0.7	i
6	COc1ccc(CC2(CO)CCN(Cc3cccnc3)CC2)cc1	0	-16%	4%	i	5%	-9	-0.1	i
7	Nc1nc(-c2ccc3c(c2)CCCC3)c(CC(=O)O)s1	67	-1%	13%	-6%	-4%	-4	-0.3	i
8	O=C(CNC(=O)c1cccc(-n2cccc2)c1)Nc1ccccc1Br	3	.	5%	-26%	4%	0	2.7	i
9	CCC(C)/C(C)=N/NC(=O)CNS(=O)(=O)c1ccc([N+](=O)[O-])cc1 (configuration not stated)	-20	-2%	10%	-4%	-4%	7	-1.2	i
10	CN1CCN(CC(=O)N2c3ccccc3Sc3ccccc32)CC1	-19	0%	0%	i	6%	-25	1.3	i
11	CCC(C)c1ccccc1NC(=O)c1cccnc1 (configuration not stated)	15	-3%	7%	-15%	8%	5	-0.5	i
12	COC(=O)c1cccc(Cn2c(Cl)c(/C=N/NC(=O)c3ccccc3Cl)sc2=O)c1	22	0%	11%	i	6%	-4	0.4	i
13	COc1ccccc1N(Cc1cc(=O)[nH]c2ccccc12)C(=O)c1ccccc1	-8	2%	3%	-9%	-5%	-10	1.1	i
14	CC(C)C[C@H]1CN(CCCC[C@@H]2CNC(=O)C(=O)N2CC2CCCCC2)C(=O)C(=O)N1CC1CCCCC1	54	.	-4%	-1%	-4%	5	0.9	i
15	CC1CCCCC1NC(=O)CCN1C(=O)C2C3C=CC(C3)C2C1=O (configuration not stated)	-24	1%	8%	i	2%	-11	-0.3	i
16	Cc1cc(-c2ccccc2)n2ncnc2n1	9	-5%	4%	i	4%	1	-0.4	i
17	COc1ccc(OCCCC(=O)N2CCCc3ccccc32)cc1	21	0%	5%	i	-2%	1	-2.4	i
18	CCN(CC)S(=O)(=O)c1cccc(C(=O)N/N=C/c2ccc(OC)c(O)c2)c1	-26	2%	-11%	i	-1%	-4	-1.9	i
19	CC(C)C(=O)Nc1cccc(C(=O)Nc2ccc(S(=O)(=O)N3CCOCC3)cc2)c1	16	1%	-1%	i	-3%	9	-3.8	i
20	Nc1ccc(NC(=O)CCN2CCOCC2)cc1	-4	1%	8%	i	3%	-9	-17	i
21	O=C(N[C@H](CO)Cc1ccccc1)c1ccco1	-15	.	3%	-12%	-9%	-10	1.5	i
22	CC(C)COc1ccc(C(=O)NCc2ccco2)cc1	-2	0%	0%	-11%[57.5 µM]	1%	7	-0.8	i
23	CCC1CCc2c(sc(NC(=O)C3c4ccccc4Oc4ccccc43)c2C(N)=O)C1 (configuration not stated)	12	-6%	2%	i	-2%	5	-0.5	i
24	CC1(C(=O)NS(=O)(=O)C2CC2)CCCN(C(=O)c2cccs2)C1 (configuration not stated)	17	.	-1%	i	7%	8	-1.8	i
25	Cc1c(Cl)cccc1NC(=S)N1CCC(C(N)=O)(N2CCCCC2)CC1	4	1%	-1%	-11%	1%	24	-6.2	i
26	O=C(NC(=S)Nc1c(Cl)ccc2nsnc12)c1ccco1	-4	-10%	1%	-39%[inhibitor]	-29%	0	-0.3	i
27	COc1ccc(Cl)cc1NC(=S)N1CCN(c2ncccn2)CC1	6	1%	8%	i	1%	3	-0.2	i
28	OCCNc1ncnc2c1ncn2Cc1ccccc1	-10	-1%	-4%	i	2%	1	-1.7	i
29	O=C(c1ccco1)N1CCN(C(=O)N2CCOCC2)CC1	9	1%	9%	i	1%	1	-4.5	i
30	Clc1ccccc1CN(Cc1ccccc1)c1ncnc2nc[nH]c12	-64*	0%	1%	i	-9%	1	1.1	i
31	CN(Cc1ccccc1)C(=O)c1cccc(NC(=O)C2CCCN(C(=O)OC(C)(C)C)C2)c1 (configuration not stated)	53	0%	-1%	-31%[inhibitor]	-24%	3	-1.1	i
32	CCn1nc(C(=O)Nc2ccc3nc(C)sc3c2)c2ccccc2c1=O	-86*	-4%	-1%	i	-12%	1	0.5	i
33	COc1ccccc1Nc1nnc(SCc2cc(=O)n3ccsc3n2)s1	1	-2%	1%	-6%	3%	8	-0.2	i
34	CCOC(=O)c1c(NC(=O)/C=C/C(=O)O)sc(C)c1-c1ccc(C(C)(C)C)cc1	-13	-2%	-18%	-23%	?	-3	-1.7	i
35	COc1ccc(Cc2c(C(C)(C)C)nc3cc(C)c(Br)c(C)n23)c(C)c1	38	.	8%	i	-12%	8	0.1	i
36	S=c1[nH]nc(C2CCCCC2)n1/N=C/c1cccs1	?	-2%	2%	i	-4%	-8	-1.9	i
37	COc1ccc(OC)c(C2=NS(=O)(=O)N(C)C(C(=O)NCc3cccs3)=C2)c1	-1	1%	1%	i	-23%	1	-1.3	i
38	Nc1ccc(NC(=O)c2ccc(C(=O)Nc3ccc(N)cc3)cc2)cc1	-3	-4%	4%	i	7%	-4	-1.6	i
39	Cc1nc(C)n(CC(=O)N2CCCC(C(=O)c3cccc4ccccc34)C2)n1 (configuration not stated)	9	-2%	4%	i	-11%	14	-1.0	i
40	CCOc1ccc(C2N(c3ccc(F)cc3)C(=O)C3CCCN32)cc1OC (configuration not stated)	18	0%	8%	-19%	5%	0	-0.7	i

Another view of two compounds above.
The line under a structure holds: D3 antag | Mm-Cpn inhibitor | EPAC2 ag | PTHR1 ag | EPAC2 antag | D3 ag | CCT modulator | pAkt inh
38	Nc1ccc(NC(=O)c2ccc(C(=O)Nc3ccc(N)cc3)cc2)cc1
 : -3 | -4% | 4% | i | 7% | -4 | -1.6 | i
39	Cc1nc(C)n(CC(=O)N2CCCC(C(=O)c3cccc4ccccc34)C2)n1 (configuration not stated)
 : 9 | -2% | 4% | i | -11% | 14 | -1.0 | i

(more compounds)
#	SMILES	D3 antag	Mm-Cpn inhibitor	EPAC2 ag	PTHR1 ag	EPAC2 antag	D3 ag	CCT modulator	pAkt inh
41	CC1(C)NC(=O)N(CC(O)COc2cccc(F)c2)C1=O (configuration not stated)	-1	-4%	2%	-19%	0%	5	-0.2	i
42	O=C(COC(=O)c1cc([N+](=O)[O-])ccc1NCCO)NCc1cccs1	14	-2%	11%	-92%[inhibitor]	-5%	21	-1.9	i
43	COc1ccc(CNC(=O)N2CCN(S(=O)(=O)c3ccc(C)cc3C)CC2)cc1	-3	0%	10%	-24%	-5%	25	0.3	i
44	COC(=O)CN(c1cc(OC)ccc1OC)S(=O)(=O)c1ccc(OC)c(OC)c1	-16	-2%	-2%	-31%	8%	-10	-1.0	i
45	Cn1c2c(sc1=O)CCC2	4	.	2%	-5%	6%	-7	0.4	i
46	CC1=C(C(=O)Nc2ccccc2)C(c2cc(CN3CCOCC3)cs2)C2=C(CCCC2=O)N1 (configuration not stated)	-20	-2%	12%	-6%	9%	-8	-3.1	i
47	O=C(NC(Cc1ccccc1)c1ccc2c(c1)OCCCO2)c1ccccc1 (configuration not stated)	-26	0%	21%	-1%[57.5 µM]	-8%	-20	-0.2	i
48	CCOC(=O)c1ccc(N(C(=O)c2ccco2)C(C(=O)NC2CCCC2)c2ccncc2)cc1 (configuration not stated)	55	0%	17%	-28%	-7%	15	-3.7	i
49	CSc1ccc(CCCCCCOC(=O)C(C)(C)C)cc1	-9	0%	2%	-22%	-1%	8	-1.3	i
50	COc1cccc2sc(N(CCN(C)C)C(=O)c3ccc4c(c3)CCCC4)nc12	?	-5%	2%	-40%[inhibitor]	-10%	-8	-0.7	i
51	CCOc1cc(Br)cc(/C=N/NC(=O)c2cccnc2)c1O	8	0%	-10%	i	-6%	-7	2.7	i
52	O=C(Nc1ccon1)c1csc2c1CCCC2	-18	-1%	3%	-20%[57.5 µM]	7%	-40	-0.5	i
53	CCOc1cc(C(=O)OCC(=O)c2cc(C)n(CC3CCCO3)c2C)ccc1OCC(=O)N1CCOCC1 (configuration not stated)	-2	0%	9%	i	-17%	-2	-0.4	i
54	CCc1nnc(NC(=O)C2CSC3(C)CCC(=O)N23)s1 (configuration not stated)	12	3%	3%	i	2%	0	-0.1	i
55	CC(C(=O)N1CCCC1)N(c1ccc(Cl)cc1)S(C)(=O)=O (configuration not stated)	-8	.	16%	i	0%	0	-2.3	i
56	N#CCSc1nc2cc(C(=O)N3CCCC3)ccc2c(=O)n1Cc1ccccc1	23	-1%	7%	-2%[57.5 µM]	3%	-6	1.6	i
57	CCOC(=O)[C@]12CCCC=C1N(Cc1cccc3ccccc13)C(=O)[C@H](CC(=O)NCc1ccc(C)o1)C2	-3	.	10%	-18%	-10%	6	-5.1	i
58	CC(=O)Nc1ccc(S(=O)(=O)N2CCC(c3nc4c(nnn4Cc4ccccc4Cl)c(=O)[nH]3)CC2)cc1	3	3%	14%	i	-12%	0	-3.0	i
59	Cc1cc(C(=O)NCC(=O)O)c(C)o1	8	-6%	7%	-20%[57.5 µM]	1%	3	-0.1	i
